Assay outcomes from PubChem.
NCI-60 one-dose screen, 48 h, at 10 µM unless noted. Numbers give growth in % (100 = growth as untreated, 0 = no growth, -100 = all killed).
SN12C – SN12C renal cancer cells; 81,000 compounds, 3.8% hits; AID 1794767
OVCAR-5 – OVCAR-5 ovarian cancer. 82,000 compounds, 2.9% hits
NCI/ADR-RES – NCI/ADR-RES ovarian cells; 81,000 compounds, 4.4% hits
OVCAR-4 – OVCAR-4 ovarian cancer cells. 80,000 compounds, 3.7% hits
NCI-H226 – NCI-H226 lung cancer. 79,000 compounds, 3.5% hits. AID 1794732
OVCAR-3 – OVCAR-3 ovarian cancer; 79,000 compounds, 7% hits
IGROV1 – IGROV1 ovarian cancer | 79,000 compounds, 4.7% hits | AID 1794786
NCI-H23 – NCI-H23 lung cancer. 80,000 compounds, 4% hits. AID 1794731
SK-OV-3 – SK-OV-3 ovarian cancer cells | 80,000 compounds, 3.2% hits
Active calls of the source: *; · = not tested or not shown; & = joins results of further samples. Rule for the calls: active = growth percent below 10; inactive = the rest.

nr | smiles | SN12C | OVCAR-5 | NCI/ADR-RES | OVCAR-4 | NCI-H226 | OVCAR-3 | IGROV1 | NCI-H23 | SK-OV-3
1 | O=C(O)/C(=C\c1ccc(Cl)cc1)c1ccc(Cl)cc1 | 90 | 74 | 90 | 91 | 99 | 101 | 71 | 91 | 111
2 | C=C(OC1CC(Oc2ccc(C(C)C)cc2)(C(C)C)CCC1(C)O)C(O)(CCC(C)(O)C(=O)OC1(C(C)C)CC=C(C)CC1)C(C)C (stereo not given) | 95 | 106 | 97 | 100 | · | 109 | 107 | 99 | ·
3 | CC(=O)NNC(=S)/N=C\C(C(=O)c1ccccc1)=C(/O)c1ccccc1 | 107 | 97 | 99 | 114 | 96 | 109 | 95 | 90 | 92
4 | CNC(=O)N1N=C(c2ccc(N)cc2)c2cc3c(cc2CC1=O)OCCO3 | 111 | 101 | 113 | 115 | 110 | 110 | 102 | 111 | 100
5 | CC(C)=Cc1oc2c3c(c(O)c4ccccc4c(=O)c13)C(=O)c1ccccc1-2 | 107 | 98 | 96 | · | 90 | 105 | 95 | 93 | 93
6 | CC(CN(C)C)OC(=O)Nc1ccc(Cl)cc1 (stereo not given) | 109 | 111 | 105 | 120 | 91 | 107 | 111 | 104 | 97
7 | CC1=CC(=O)OC1CC(=O)O (stereo not given) | 98 | 109 | 108 | 110 | 102 | 107 | 118 | 106 | 103
8 | CC(=O)C(C)c1ccccn1 (stereo not given) | 106 | 105 | 100 | 108 | 97 | 112 | 111 | 97 | 99
9 | CCc1c(C)c2ccc(OC(=O)c3ccccc3)c(C(=O)/C=C/c3cc(OC)c(OC)c(OC)c3)c2oc1=O | 108 | 110 | 101 | 105 | 100 | 106 | 102 | 100 | 78
10 | Cn1cnc2c(N3CCN(C(=O)c4c[nH]c5ccccc45)CC3)nc(Cl)nc21 | 87 | 97 | 96 | 87 | 87 | 98 | 90 | 94 | 106
11 | Cc1nc2c(cnn2CCO)c(=O)[nH]1 | 102 | 99 | 110 | 98 | · | 109 | 102 | 106 | 101
12 | O=C(NNC(=O)c1ccc(-n2cc(-c3ccccc3)nn2)cc1)Nc1ccccc1 | 98 | 120 | 107 | 104 | 100 | 114 | 103 | 98 | 85
13 | CO/C(=C1/NC(=O)C(Cc2ccc(O)c(Br)c2)N(C)C(=O)C(C)NC(=O)CCC/C=C(\C)CCC(C)OC1=O)c1ccccc1 (stereo not given) | 6.6* | -2.8* | -0.5* | 0.0* | -34* | -67* | -80* | 25 | -42*
14 | O=c1onc(-c2cc3ccccc3nc2Cl)n1-c1cccc2ccccc12 | · | 95 | 15 | 39 | 41 | 64 | 62 | 57 | 34
15 | Nc1ccc(-c2cc3c(NCc4ccccc4)ncnc3s2)cc1 | 73 | 77 | 81 | 61 | 66 | 80 | 50 | 67 | 102
16 | Cn1c(=O)cc(OCC(=O)N/N=C/c2ccc(Br)cc2)c2ccccc21 | 97 | 99 | 103 | 106 | 105 | 109 | 100 | 101 | 101
17 | C#CCn1c(C)cc(C)c(C#N)c1=O | 100 | 100 | 106 | 105 | 114 | 112 | 103 | 107 | 118
18 | O=C(Nc1cccc(Cl)c1)Nc1nc2ccc(-c3cccc4ccccc34)cc2s1 | 53 | 84 | 58 | 20 | 57 | 14 | 55 | 25 | 67
19 | O=C(CCN1C(=O)CC1c1ccco1)N1CCOCC1 (stereo not given) | 98&106 | 105&112 | 105&104 | 109&97 | 98&107 | 105&112 | 115&117 | 102&102 | 94&110
20 | CCOC(=O)c1c(C)nc2c(c1N)C(=O)C(=O)N2Cc1ccc(F)cc1 | 79 | 98 | 27 | 70 | 72 | 69 | 66 | 75 | 88
21 | O=C(O)c1cn(C2CC2)c2cc(N3CCN(C(=O)CSc4nnc(-c5cc(-c6ccccc6)nc6ccccc56)o4)CC3)c(F)cc2c1=O | 102 | 107 | 106 | 112 | 111 | 119 | 112 | 108 | 109
22 | Cc1ccc(CSc2nc(Cl)c(C#N)c(-c3ccc(F)cc3)n2)cc1 | 70 | 94 | 72 | 82 | 53 | 86 | 96 | 88 | 88
23 | Cc1ccc(S(=O)(=O)c2nc(-c3ccccc3)oc2Sc2nc3ccccc3[nH]2)cc1 | 92 | 111 | 86 | 72 | 85 | 78 | 87 | 77 | 84
24 | C=C(C)[C@@H]1CC[C@]2(C(=O)OC)CC[C@]3(C)[C@H](CC[C@@H]4[C@@]5(C)CC[C@H](N)C(C)(C)[C@@H]5CC[C@]43C)[C@@H]12 | -93* | -100* | -83* | -93* | -89* | -78* | -96* | -95* | -55*
25 | O=c1c2cc3ncccc3n2c(=O)c2cc3ncccc3n12 | 99 | 110 | 105 | 100 | · | 97 | 94 | 100 | 98
26 | CCOC(=O)c1ncc(-c2cc(F)c(F)c(OCC)c2)c(NC2CCCCCC2)n1 | 94 | 102 | 100 | 87 | 94 | 105 | 116 | 107 | 99
27 | CO[C@H]1CC[C@@]2(C)C(=CC[C@H]3[C@@H]4C[C@H](O)C[C@@]4(C)CC[C@@H]32)C1 | 65 | 102 | 39 | · | 82 | 29 | 54 | 68 | 39
28 | NC(=O)c1cc(Cl)ccc1N | 95 | 96 | 99 | 107 | 105 | 105 | 87 | 99 | 91
29 | Cc1cccc(NC(=S)Nc2ccc(NCc3nc4sc5c(c4c(=O)[nH]3)CCCC5)cc2)c1 | 108 | 110 | 106 | 110 | 87 | 103 | 96 | 96 | 105
30 | O=C1CNC(c2cccc([N+](=O)[O-])c2)N1O (stereo not given) | 102 | 99 | 107 | 106 | 98 | 107 | 107 | 103 | 103
31 | CSc1cccc([N+](=O)[O-])c1 | 86 | 101 | 109 | · | 104 | 110 | 101 | 109 | 98
32 | COc1ccc(-c2nc3cc(C(=O)Nc4ccccc4)ccc3n2C2CCCCC2)cc1 | 107 | 96 | 104 | 113 | 104 | 107 | 109 | 100 | 101
33 | Cn1c(COC(=O)N2CCCCC2)nc2c(N3CCOCC3)nc(Cl)nc21 | 94 | 94 | 93 | 105 | 99 | 103 | 103 | 103 | 100
34 | Nc1cc(S(=O)(=O)O)cc2cc(S(=O)(=O)O)cc(O)c12 | 94 | 107 | 110 | · | 92 | · | 59 | 101 | 104
35 | Fc1ccc2c(c1)c(-c1nc(-c3c[nH]c4ncccc34)cs1)cn2CCCN1CCOCC1 | 74 | 82 | 59 | 56 | 59 | 60 | 39 | 76 | 82
36 | COc1ccc(C2CC(c3ccc(Cl)cc3)=NN2C(=O)Cn2c3c(sc2=O)C2C[C@@H](C)CCC2C(C)(C)S3)cc1 (stereo not given in full) | 89 | 89 | 94 | 79 | 81 | 86 | 76 | 82 | 86
37 | O=C(COc1cccc2cccnc12)Nc1ccc(C(=O)/C=C/c2cccs2)cc1 | 90 | 108 | 90 | 101 | 91 | 93 | 89 | 95 | 115
38 | Cn1c(=O)c2c(nc(/N=C/c3ccc([N+](=O)[O-])cc3)n2C)n(C)c1=O | 94 | 100 | 101 | 101 | 102 | 99 | 107 | 92 | 112
39 | O=C1C2C3C=CC(O3)C2C(=O)N1CCN1CCOCC1 (stereo not given) | 86 | 112 | 117 | 109 | 105 | 119 | 36 | 111 | 111
40 | CCOC(=O)C1=C(C)OC(=O)CC1C (stereo not given) | 97 | 92 | 105 | 107 | 99 | 100 | 102 | 96 | 98
41 | CCN1CCN(c2nc(NNC(=O)Cc3ccccc3)nc(N3CCN(C(c4ccccc4)c4ccccc4)CC3)n2)CC1 | 78 | 102 | 90 | 87 | 95 | 46 | 64 | 95 | 114
42 | CC12CC[C@@H]3[C@]4(C)COC(c5ccccn5)O[C@@H]4CC[C@@]3(C)[C@@H]1CC(C1=CCOC1=O)O2 (stereo not given in full) | 98 | 106 | 102 | 103 | 107 | 105 | 104 | 101 | 101
43 | Nc1ccccc1-c1cccc(Oc2ccc3nnc(Cl)n3n2)c1 | 97 | 90 | 87 | 108 | 89 | · | 94 | 94 | 96
44 | O=S(=O)(CCCCl)Nc1ccc2[nH]ccc2c1 | 99 | 114 | 109 | 102 | 101 | 116 | 114 | 109 | 103
45 | C/C(=C/c1cc(Cl)ccc1O)c1ccc2cc(Cl)ccc2[o+]1 | 97 | 104 | 101 | 101 | 102 | 102 | 91 | 100 | 107
46 | CCN1C(=S)N(CC)C2C1NC(=S)N2/N=C/C=C/c1ccccc1OC (stereo not given) | 28 | 27 | -9.4* | 44 | 57 | -48* | 20 | 24 | 35
47 | COc1ccc(/C=C/C(=O)c2c(O)cc3occc3c2OC)cc1 | 94 | 108 | 88 | 97 | 108 | 101 | 106 | 82 | 104
48 | COc1ccc(/C=N/NC(=O)CN2CCN(c3cc4c(cc3F)c(=O)c(C(=O)O)cn4C3CC3)CC2)cc1 | 103 | 107 | 109 | 113 | 102 | 107 | 108 | 103 | 103
49 | CN(C)c1ccc(/C=C2\C(=O)Nc3ccc(Cl)cc32)s1 | 57 | 108 | 93 | 60 | · | 77 | 58 | 86 | 83
50 | N#Cc1c(N)nn(C(=O)c2ccc(NC(=O)c3ccccn3)cc2)c1-c1ccc(Cl)cc1 | 35 | 63 | 28 | -2.8* | 20 | 6.2* | 11 | 20 | 67
51 | O=c1[nH]c(=O)n(C2OC(CO)C(O)C2O)cc1I (stereo not given) | 99&95 | 104&107 | 97&109 | 102&100 | 117&92 | 121&117 | 106&103 | 108&104 | 102&110
52 | Cc1nc2ccccc2c(C(=O)O)c1O | 98 | 91 | 94 | 116 | 91 | 113 | · | 104 | 95
53 | O=C(Nc1ncnc2nc[nH]c12)c1cccnc1 | 90 | 104 | 108 | 113 | 94 | 107 | 104 | 102 | 101
54 | CN(C)C(C(N)=O)c1ccc(Cl)cc1 (stereo not given) | 103 | 96 | 106 | 102 | 103 | 112 | 103 | 104 | 99
55 | C=C1[C@]2(C)CC3[C@@]4(C)CC[C@H](O)C(C)(C)C4CC[C@@]3(C)[C@@]1(C(=O)OC)CC(C)C2=O (stereo not given in full) | 97 | 99 | 92 | 105 | 96 | 109 | 101 | 101 | 101
56 | CN(C)c1ccc(C(=N)Cc2ccc3ccccc3n2)cc1 | 93 | 86 | 96 | 93 | · | 86 | 58 | 90 | 76
57 | CCCCCCN1CSC(=S)N(CCCCCC)C1 | 104 | 112 | 90 | · | 92 | 109 | 101 | 84 | 107
58 | NC(N)=N/N=C/c1ccc([N+](=O)[O-])o1 | 87 | 123 | 100 | 83 | 100 | 83 | 98 | 65 | 116
59 | CC1CCN(S(=O)(=O)c2ncsc2-c2ccccc2)CC1 | 95 | 95 | 90 | 88 | 100 | · | 94 | 93 | 95
60 | Cc1ccc(C2=C/C(=C/c3ccccc3)C(=O)N2CCc2ccc(S(N)(=O)=O)cc2)cc1 | 92 | 94 | 104 | 98 | 99 | 101 | 92 | 100 | ·

(listing goes on)
nr | smiles | SN12C | OVCAR-5 | NCI/ADR-RES | OVCAR-4 | NCI-H226 | OVCAR-3 | IGROV1 | NCI-H23 | SK-OV-3
61 | CC(C)(C)[Si](C)(C)OC1[C@@H](CNC(=O)NC(=O)NC(N)=O)O[C@@H](n2cnc3c(NC(=O)Nc4ccccc4)ncnc32)[C@H]1O[Si](C)(C)C(C)(C)C (stereo not given in full) | 75 | 96 | 85 | 67 | 69 | 68 | 78 | 75 | 65
62 | Cc1nn(-c2ccccc2)cc1/C=C(\C#N)C(=O)Nc1sc2c(c1C#N)CCC2 | 107 | 100 | 100 | 105 | 92 | · | 101 | 98 | 99
63 | CCNC(=O)COc1ccccc1/C=N/N1C(=S)NC2C1N(C)C(=O)N2C (stereo not given) | 93 | 97 | 97 | 97 | 94 | 92 | 100 | 93 | 91
64 | Cc1cc(NS(=O)(=O)c2ccc(NC3Nc4nc5ccccc5nc4S3)cc2)no1 (stereo not given) | 99 | 98 | 101 | 103 | · | 101 | 104 | 102 | ·
65 | O=S(=O)(O)CC(O)CN(CCO)CCO (stereo not given) | 101 | 109 | 115 | 101 | 101 | 114 | 128 | 111 | 105
66 | Cc1nn(-c2ccccc2)c(N2CCCCC2)c1/C=N/Nc1nc(-c2ccc(Cl)c(Cl)c2)cs1 | 93 | 93 | 96 | 91 | 92 | · | 90 | 95 | 87
67 | COC(=O)/C=C/c1cc(OC(C)=O)c2c(c1)[C@@H](C(=O)OC)[C@H](c1ccc(OC(C)=O)c(OC(C)=O)c1)O2 | 24 | 21 | -5.9* | 30 | -8.0* | -22* | 12 | 21 | 36
68 | CC/C=C\CCC/C=C1/C(=O)C=C[C@@H]1C/C=C\CCCC(=O)OC | 12 | 74 | 26 | 77 | 77 | 27 | 84 | 35 | 119

5 entries picked at random from the list so far:
nr | smiles | SN12C | OVCAR-5 | NCI/ADR-RES | OVCAR-4 | NCI-H226 | OVCAR-3 | IGROV1 | NCI-H23 | SK-OV-3
65 | O=S(=O)(O)CC(O)CN(CCO)CCO (stereo not given) | 101 | 109 | 115 | 101 | 101 | 114 | 128 | 111 | 105
62 | Cc1nn(-c2ccccc2)cc1/C=C(\C#N)C(=O)Nc1sc2c(c1C#N)CCC2 | 107 | 100 | 100 | 105 | 92 | · | 101 | 98 | 99
64 | Cc1cc(NS(=O)(=O)c2ccc(NC3Nc4nc5ccccc5nc4S3)cc2)no1 (stereo not given) | 99 | 98 | 101 | 103 | · | 101 | 104 | 102 | ·
61 | CC(C)(C)[Si](C)(C)OC1[C@@H](CNC(=O)NC(=O)NC(N)=O)O[C@@H](n2cnc3c(NC(=O)Nc4ccccc4)ncnc32)[C@H]1O[Si](C)(C)C(C)(C)C (stereo not given in full) | 75 | 96 | 85 | 67 | 69 | 68 | 78 | 75 | 65
67 | COC(=O)/C=C/c1cc(OC(C)=O)c2c(c1)[C@@H](C(=O)OC)[C@H](c1ccc(OC(C)=O)c(OC(C)=O)c1)O2 | 24 | 21 | -5.9* | 30 | -8.0* | -22* | 12 | 21 | 36
